Screening data: PubChem, National Center for Advancing Translational Sciences (NCATS)
S2 tox: reduces viability in counter-screen for ATXN expression inhibitors | S2 cells (HEK-293 line with an ATXN2-luciferase reporter) viability, CellTiter-Fluor protease fluorescence, 24 h | Potency, µM (top dose mostly 56.7 µM), hits mostly cytotoxic | 400,000 compounds, 0.49% hits | AID 651635; note: potency is the fitted concentration of half-maximal effect; nearly all actives have a fitted effect of over 40% in size
A549 tox: counter-screen for Nrf2 inhibitors: cytotoxicity in A549 cells; A549 ARE-Fluc cells, CellTiter-Fluor viability, 18-24 h; 390,000 compounds, 0.16% hits; Potency, µM (highest dose often 46 µM), inactives show at the highest dose activity change, negative = cytotoxicity, hits mostly inhibitors; note: potency is the fitted concentration of half-maximal effect; % is set by controls: 0 for no effect and ±100 for the full control effect
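A549 ARE_Fluc cells in 5% FBS OPTI-MEM were exposed to compounds in concentration-response for 18-24 h at 37 deg C. Viability was read by CellTiter-Fluor fluorescence (Ex 405/Em 525) after 30 min, before the luciferase read.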
Nrf2 activator: activators of Nrf2 (ARE) signaling; Potency, µM (series often up to 46.1 µM), inactives show at the top dose activation, actives largely listed as activators; AREc32 ARE-luciferase reporter (MCF7-derived line), luminescence, 24 h; 410,000 compounds, 0.31% hits; note: potency is the fitted concentration of half-maximal effect; % of control where 0% means no effect; nearly all actives have a fitted effect of over 65% in size
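Cells of the AREc32 ARE-luciferase line are plated in OPTI-MEM containing 5% FBS and left overnight at 37 deg C. Compounds are pinned in, incubation continues 24 hr, and firefly luciferase signal is then measured.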
IL2 activator: activates IL-2 in a cell-based reporter assay. IL-2 activation reporter assay, cell-based qHTS; stimulated with anti-CD3/CD4/CD28 beads; in transgenic mouse T cells. activation, % (series mostly up to about 46 µM). 360,000 compounds, 0.065% hits; in the data active = activation above about 50%; inconclusive = mostly about 30% to 49%; note: 0% is about no effect
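Readout is EGFP and DsRed signal by fluorescent plate cytometry after 18 h at 37 degrees C. Transgenic mouse T cells (750/well) received compound for 60 min before bead stimulation (anti-CD3, anti-CD4, anti-CD28); memory T cells served as non-tolerant control.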
EPAC2 ag: activates human EPAC2 exchange factor; Potency, µM (titrated, usually from 154 µM), inactives show at the top dose activation, usual class: activators; Q8WZA2; EPAC2 activation, biochemical qHTS; response scale: 100% = 6.5 mM cAMP response; 360,000 compounds, 0.079% hits; AID 720711; note: potency is the fitted concentration of half-maximal effect; nearly all actives have a fitted effect of over 50% in size
Target sequence (Q8WZA2 whole entry, looked up): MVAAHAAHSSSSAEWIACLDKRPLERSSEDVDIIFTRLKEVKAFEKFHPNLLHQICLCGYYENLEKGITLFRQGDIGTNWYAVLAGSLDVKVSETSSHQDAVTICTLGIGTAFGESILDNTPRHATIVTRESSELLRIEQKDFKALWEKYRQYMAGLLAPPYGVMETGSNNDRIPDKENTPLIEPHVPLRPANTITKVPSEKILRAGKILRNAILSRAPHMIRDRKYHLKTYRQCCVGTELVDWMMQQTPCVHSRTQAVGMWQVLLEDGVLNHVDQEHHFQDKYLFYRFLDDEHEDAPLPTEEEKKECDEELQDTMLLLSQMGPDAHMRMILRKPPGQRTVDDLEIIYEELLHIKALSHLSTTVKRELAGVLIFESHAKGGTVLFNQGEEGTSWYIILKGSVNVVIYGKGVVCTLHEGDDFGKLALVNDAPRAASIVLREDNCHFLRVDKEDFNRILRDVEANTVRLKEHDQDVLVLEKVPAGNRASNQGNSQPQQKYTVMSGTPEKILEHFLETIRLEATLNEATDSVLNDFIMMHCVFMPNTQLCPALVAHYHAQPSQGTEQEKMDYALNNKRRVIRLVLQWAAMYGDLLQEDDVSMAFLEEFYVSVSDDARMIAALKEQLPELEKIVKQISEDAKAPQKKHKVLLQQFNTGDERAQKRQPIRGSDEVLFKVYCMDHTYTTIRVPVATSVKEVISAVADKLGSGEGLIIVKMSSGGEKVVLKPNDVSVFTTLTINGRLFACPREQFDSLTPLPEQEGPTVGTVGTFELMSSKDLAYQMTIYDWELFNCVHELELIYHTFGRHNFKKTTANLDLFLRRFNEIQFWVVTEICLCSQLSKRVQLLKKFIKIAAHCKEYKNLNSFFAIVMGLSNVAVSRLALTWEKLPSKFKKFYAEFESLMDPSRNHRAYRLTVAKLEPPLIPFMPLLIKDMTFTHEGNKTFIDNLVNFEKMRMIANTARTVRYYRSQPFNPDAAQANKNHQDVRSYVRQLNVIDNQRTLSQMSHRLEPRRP
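Readout is BODIPY fluorescence (480 nm excitation, 540 nm emission), which falls as labeled GDP is exchanged off Rap1B. EPAC2 at 100 nM acted on 250 nM RAP1B-BODIPY-GDP with 50 uM GDP present.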
ATXN2 expr inh: inhibitors of ATXN2 expression. HEK-293 ATXN2-luciferase reporter, luminescence, 24 h. Potency, µM (titrated, usually from 57 µM), for the others: at the highest dose activity change, negative = inhibition, most hits filed as inhibitors. 360,000 compounds, 0.72% hits. AID 1745845; note: potency is the fitted concentration of half-maximal effect; % is set by controls: 0 for no effect and ±100 for the full control effect; nearly all actives have a fitted effect of over 55% in size
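ATXN2-luciferase reporter cells (luciferase flanked by upstream and downstream ATXN2 gene portions) were treated 24 h at 37 °C with compounds at up to 57 uM. SteadyGlo luminescence gave expression; GF-AFC fluorescence gave viability.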
HepG2 tox: HepG2 cytotoxicity, counter-screen for TGF-b inhibitors. HepG2 CAGA-GFP viability, ATP luminescence, 18 h. Potency, µM (top dose mostly 46.1 µM), for inactives: at the top dose activity change, negative = cytotoxicity, hits mostly cytotoxic. 410,000 compounds, 0.76% hits. AID 588856; note: potency is the fitted concentration of half-maximal effect; some results filed as inactive show a strong effect at the top dose
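HepG2 CAGA-GFP cells (1000/well, DMEM with 1% FBS) received compound, then TGF-beta at 500 pg/mL final, and were incubated 18 hours at 37 degrees C. Viability was read by CellTiter-Glo luminescence. Media-only wells were set as complete cell-killing and DMSO as no toxicity.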
Nrf2 block: blocks Nrf2 signaling; A549 ARE-Fluc reporter, luciferase luminescence, 18-24 h; Potency, µM (highest dose often 46 µM), without a hit: top-dose activity change, negative = inhibition, hits mostly inhibitors; 360,000 compounds, 2.1% hits; note: potency is the fitted concentration of half-maximal effect; % is set by controls: 0 for no effect and ±100 for the full control effect; nearly all actives have a fitted effect of over 60% in size
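Nrf2 function is reported as luminescence of an ARE-controlled luciferase in A549 cells. Compounds were tested at several concentrations, and a CellTiter-Fluor read on the same wells flagged cytotoxicity.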
TGFb SMAD3 inh: blocks TGF-b signaling | HepG2 CAGA-GFP TGF-b/SMAD3 reporter, GFP fluorescence, 18 h; TGF-beta stimulated, 500 pg/mL final | Potency, µM (doses to about 46.1 µM), for inactives: at the top dose activity, negative = inhibition, usual class: inhibitors | 410,000 compounds, 1.2% hits; note: potency is the fitted concentration of half-maximal effect; % is set by controls: 0 for no effect and ±100 for the full control effect; nearly all actives have a fitted effect of over 65% in size
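HEPG2 CAGA-GFP reporter cells (1000/well, DMEM with 1% FBS) received compounds, then recombinant TGF-beta at 500 pg/mL final for 18 hours at 37 degrees C. Per-cell GFP summed per well was normalised to unstimulated and stimulated DMSO controls before curve fitting.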
The depositor's hits bear a star; i = inactive; ? = inconclusive; . = not tested or not shown; & = joins results of further samples; [ ] = remark or other dose. Unless noted, calls come from the whole dose curve; as a rule, active = well fitted curve in the direction sought with a large enough effect; inconclusive = small, poorly fitted or top-dose-only effect, or another doubt; inactive = no such curve, though single readings can be large; an effect the other way counts as inactive or inconclusive. This is a random part of the collection. About 4.3% of those tested had a hit in this group.

SMILES	S2 tox	A549 tox	Nrf2 activator	IL2 activator	EPAC2 ag	ATXN2 expr inh	HepG2 tox	Nrf2 block	TGFb SMAD3 inh
COc1ccccc1NC(=O)N1CCc2c([nH]c3ccccc23)C1C(F)(F)F (configuration not stated)	i	-1%	-0.5%	-0.8	13%	-7%	-2%	?	-10%
CC1(C)Cc2c(C#N)c(NCCN3CCOCC3)nc(-c3ccco3)c2CO1	i	.	0.4%	-0.3	7%	-5%	-18%	-37%	0%
Cc1cc(N2C(=O)C(O)=C(C(=O)c3cccs3)C2c2ccc(F)cc2)no1 (configuration not stated)	i	-15%	-0.6%	-3.9	-12%	-3%	-2%	-4%	22%
C[C@]12C=CC(=O)C=C1CC[C@@H]1C2[C@@H](O)C[C@@]2(C)C1CC[C@]2(O)C(=O)COC(=O)CCC(=O)O (some centres not stated)	i	-2%	2.8%	-7.8	8%	7%	-4%	0.13µM*	-16%
CCn1c(O)c2ccc(C(=O)N=NC(=O)c3ccccc3)cc2c1O	i	2%	2.0%	0.1	0%	6%	-10%	?	1%
COc1cc2c(cc1OC)CN(C(=O)CCC(=O)c1ccc(F)cc1)CC2	i	4%	-0.3%	1.2	4%	.	7%	6%	-2%
COc1ccccc1NC(=O)CSc1oc(-c2ccco2)nc1S(=O)(=O)c1ccc(C)cc1	i	5%	3.7%	.	.	-11%	-24%	-16%[9.27 µM]	-5%
CCc1ccccc1N(CC)C(=O)c1cn(CC)c(=O)c2cc(OC)c(OC)cc12	?	-2%	0.1%	-0.6	-6%	-1%	-6%	0%	5%
CCOc1ccccc1NC(=O)[C@@H](NC(=O)c1ccccc1F)C(C)C	i	2%	3.9%	0.0	11%	-7%	-111%	21%	21%
Cc1cccc(N(Cc2ccccc2)C(=O)c2ccc(CS(C)(=O)=O)cc2)c1	?	1%	-0.7%	0.2	3%	-13%	-1%	1%	-2%
CC(NC(=O)CSc1cccc(C(F)(F)F)c1)c1ccccc1 (configuration not stated)	i	0%	0.4%	0.4	0%	.	17%	-11%	8%
COc1ccc(-c2nnn(CC(=O)N(CCCN3CCOCC3)C(C(=O)NC3CCCC3)c3ccco3)n2)cc1 (configuration not stated)	i	-1%	0.1%	0.0	-2%	-8%	0%	10%	10%
O=C(NCc1ccc2c(c1)OCO2)c1cccs1	i	12%	-0.1%	-2.6	4%	0%	2%	17%	-6%
COCC(C)NC(=O)CSc1nc2nn(-c3ccccc3)c(=O)c-2c2n1CCCCC2 (configuration not stated)	i	-4%	-0.2%	4.1	9%	-14%	22%	-19%	-3%
COCc1nnc(NC(=O)CCc2ccc(OC)cc2)s1	i	7%	-0.1%	-0.5	4%	-18%	0%	-9%	-1%
CCCCNC(=O)n1c(=O)oc2ccc(Cl)cc21	i	-4%	-0.8%	0.5	-5%	-7%	13%	16%	7%
Cc1ccc(S(=O)(=O)NCC(=O)N(CC(=O)NCc2ccccc2)CC2CCCO2)cc1 (configuration not stated)	i	0%	0.2%	-3.3	6%	-6%	31%	.	6%
Cn1c2ccccc2c2nnc(SCC(=O)Nc3cccc(C(=O)O)c3)nc21	i	?	-1.0%	1.5	5%	10%	-41%	?	1%
Cn1cccc/c1=N\c1cccc[n+]1C	i	-22%	2.6%	0.3	8%	.	-8%	2.9µM*	-31%
CCOC(=O)c1sc(NC(=O)CSc2nnc(Cc3ccccc3)o2)c(C(=O)OCC)c1C	i	?	2.7%	-0.9	-1%	12%	4%	-25%	-3%
O=C(CSc1nnc2ccc(-c3ccncc3)nn12)N1CCCCC1	i	4%	-0.7%	-1.6	11%	6%	-1%	-3%	2%
COC(=O)c1cccc(C(=O)N2CCC(CCC(=O)NCc3ccc(F)cc3)CC2)c1	i	-3%	-0.4%	-1.0	4%	3%	-1%	8%	3%
COc1cccc(CNC(=O)c2ccc(NC(=O)N3CCCCc4ccccc43)cc2)c1	i	-2%	-1.5%	.	.	8%	-37%	?	-11%
COc1cc(/C=C/C(=O)O)ccc1OCc1cnc(Cl)s1	i	-6%	0.0%	-1.0	4%	12%	-2%	2%	-14%
O=C(CNC(=O)c1ccncc1)N/N=C/c1ccccn1	i	2%	-0.5%	0.4	9%	4%	0%	4%	1%
CCOC(=O)C1C(=O)NC(c2ccccc2)=NC1c1ccc(OC)cc1 (configuration not stated)	i	0%	-0.1%	-1.5	6%	1%	8%	-2%	4%
O=C(O)c1ccccc1Cc1ccc2c(c1)CCCC2	i	-1%	-1.3%	0.9	-4%	9%	6%	-1%	23%
COc1ccccc1Nc1nc2c(S(=O)(=O)c3ccc(C(C)C)cc3)nnn2c2ccsc12	.	5%	3.0%	.	.	.	-54%	25%	?
CC(C)(C)OC(=O)C[C@@H]1C/C=C\C[C@@H](CC(=O)N(CCO)Cc2ccccc2)C(=O)N[C@H](Cc2c[nH]c3ccccc23)COC1=O	?	2%	4.4%	-0.2	9%	-7%	-18%	6%	-11%
CC(C)Nc1nc(NC(C)C)nc(Oc2ccc(/C=N/O)cc2)n1	i	5%	2.8%	-2.5	-4%	14%	-95%	7%	10%

Brought forward from above: 4 entries; new compounds follow.
SMILES	S2 tox	A549 tox	Nrf2 activator	IL2 activator	EPAC2 ag	ATXN2 expr inh	HepG2 tox	Nrf2 block	TGFb SMAD3 inh
O=C(O)c1ccccc1Cc1ccc2c(c1)CCCC2	i	-1%	-1.3%	0.9	-4%	9%	6%	-1%	23%
COc1ccccc1Nc1nc2c(S(=O)(=O)c3ccc(C(C)C)cc3)nnn2c2ccsc12	.	5%	3.0%	.	.	.	-54%	25%	?
CC(C)(C)OC(=O)C[C@@H]1C/C=C\C[C@@H](CC(=O)N(CCO)Cc2ccccc2)C(=O)N[C@H](Cc2c[nH]c3ccccc23)COC1=O	?	2%	4.4%	-0.2	9%	-7%	-18%	6%	-11%
CC(C)Nc1nc(NC(C)C)nc(Oc2ccc(/C=N/O)cc2)n1	i	5%	2.8%	-2.5	-4%	14%	-95%	7%	10%
CCCCCOc1ccccc1C(=O)NCCCC(=O)O	i	3%	0.0%	-0.3	6%	2%	-6%	-9%	-3%
O=c1nc2ccccc2c2n1CC(CN1CCN(c3cccc(Cl)c3)CC1)N2 (configuration not stated)	i	-4%[1.84 µM]	-0.2%	-1.3	8%	-18%	-18%	?	?
Cc1ccc(C(=O)c2cn(Cc3cccc(Cl)c3)c3nc(C)ccc3c2=O)cc1	i	-11%	-0.9%	.	.	?	-31%	?	-20%
O=CN/C=C/c1cccc(O)c1	i	-4%	4.0%	-2.5	2%	2%	3%	7%	9%
Cc1cccc(N2CC(C(=O)Nc3nccs3)CC2=O)c1C (configuration not stated)	i	-4%	-0.7%	0.0	3%	-4%	7%	-4%	4%
O=C(CC1CCCCC1)Nc1ncn[nH]1	i	0%	-1.3%	-0.5	8%	0%	3%	14%	-2%
Cc1ccc(-c2nnc(-c3ccccc3Br)o2)cc1	i	6%	?	-2.0	21%	15%	-11%	?	1%
CCc1cccc(NC(=O)CN2C(=O)COc3ccc(S(=O)(=O)Nc4ccccc4)cc32)c1	?	2%	1.3%	.	.	-10%	-49%	-19%	?
COc1cc(Cl)ccc1OCc1cc(C(=O)N2CCN(C3CCCCC3)CC2)no1	i	.	3.9%	-1.6	4%	.	-31%	.	5%
CCOC(=O)C(NC(=O)c1ccccc1)(OCc1ccc(F)cc1)C(F)(F)F (configuration not stated)	?	-1%	0.1%	2.0	2%	-10%	-20%	-1%	-3%
Cc1ccc2c(c1)C1CC(C)(O2)N(c2cccc(C(=O)N3CCN(c4ccccn4)CC3)c2)C(=O)N1 (configuration not stated)	i	2%	0.3%	-2.2	-1%	-5%	-2%	4%	-9%
C/C(CC(=O)Nc1ccc(N(C)C)cc1)=N\NC(=O)c1ccc([N+](=O)[O-])cc1	i	5%	-0.8%	-1.5	-3%	-25%[11.3 µM]	-15%	1%	-3%
Cc1cccc(C(=O)NC2CCN(CC(=O)N3CCOCC3)CC2)c1	i	7%	0.3%	-1.3	5%	55%[activator]	-1%	5%	-10%
O=S(=O)(c1ccc(-c2cnc(C3CC3)o2)cc1)N1CCN(c2cccc(Cl)c2)CC1	?	-11%	-0.5%	.	.	-4%	-14%	.	?
CCCC1(c2ccccc2)NC(=O)N(CC(=O)Nc2cc(C)ccc2OC)C1=O (configuration not stated)	i	10%	0.3%	-1.3	4%	-9%	-15%	-1%	-27%
CC(=O)NC(CCS(C)(=O)=O)C(=O)Nc1cccc2ccccc12 (configuration not stated)	i	8%	-0.4%	-2.8	5%	6%	-21%	11%	-1%
CC(C)CC1C(=O)N(Cc2cn(CC3CCCCC3)nn2)CCS(=O)(=O)N1Cc1ccc(-c2ccc(Cl)cc2)cc1 (configuration not stated)	i	.	-3.1%	-3.8	4%	-27%	-21%	.	?
COc1ccc(C=CC(=O)c2c(OC)cc(OC)c(OC)c2O)cc1	i	-4%	?	-1.0	11%	-7%	-42%	-3%	?
C=C(C)c1nc2cc(OC)c(OC)cc2c(=O)o1	?	-8%	0.2%	0.4	-13%	8%	2%	-3%	3%
COc1ccc(N(CC(C)C)S(=O)(=O)c2nnc(NC(=O)c3ccco3)s2)cc1	i	-4%&-18%	10%&13%	-2.5	-1%	2%	-5%&-38%	?	2%&-36%
Cc1ccc(S(=O)(=O)Nc2cc3c(cc2C)n(C)c(=O)c(=O)n3C)cc1	i	0%	7.6%	.	.	10%	-2%	-18%	-2%
Cc1ccc(C(=O)Nc2ccnc(-c3ccncc3)n2)cc1	i	1%	2.1%	-6.1	-3%	-25%[11.3 µM]	3%	-17%	-9%
COc1ccc(OC)c(NC(=O)c2cccn2-c2nnc(N3CCCCC3)s2)c1	.	16%	11%	.	.	.	-3%	?	0%
